mcGAS MS inh – mouse cGAS inhibition by mass spec; recombinant mouse cGAS, cGAMP by RapidFire MS; inhibition, % at 12.5 µM; hit rate 0.18% among 130,000; AID 1259397;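 active = inhibition of cGAS enzyme activity at or above 60%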;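 also: enzyme stimulated by 45 bp dsDNA with ATP and GTP substrates; cGAMP share of summed cGAMP plus half ATP and half GTP signals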
Target sequence (Q8C6L5 whole entry, looked up): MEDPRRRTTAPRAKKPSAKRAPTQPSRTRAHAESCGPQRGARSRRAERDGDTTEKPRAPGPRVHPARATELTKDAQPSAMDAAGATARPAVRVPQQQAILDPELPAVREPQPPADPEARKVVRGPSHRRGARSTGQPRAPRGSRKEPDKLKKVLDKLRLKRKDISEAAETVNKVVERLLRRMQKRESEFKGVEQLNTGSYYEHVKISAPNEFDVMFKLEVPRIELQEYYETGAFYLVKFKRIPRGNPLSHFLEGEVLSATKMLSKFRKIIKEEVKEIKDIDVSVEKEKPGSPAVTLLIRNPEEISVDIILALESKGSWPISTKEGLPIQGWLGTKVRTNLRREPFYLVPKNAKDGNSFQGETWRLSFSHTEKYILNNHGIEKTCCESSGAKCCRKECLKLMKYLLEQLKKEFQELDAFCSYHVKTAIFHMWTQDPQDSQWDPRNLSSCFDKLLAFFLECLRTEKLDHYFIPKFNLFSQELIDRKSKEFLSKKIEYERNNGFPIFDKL
* marks the source's active call; other numbers are inactive results; & = joins results of further samples. Some of the compounds tested (hit frequency here may not be typical).

A first look:
SMILES | mcGAS MS inh
Cc1cc(C)cc(-n2c(-c3sc4ncccc4c3N)n[nH]c2=S)c1 | 1
CC(C)Cc1ccc(CN2CC[C@H](CO)[C@@H](O)C2)s1 | -20
CC1CN(Cn2nc(Nc3ccccc3Cl)sc2=S)CC(C)O1 (centres undefined) | 7

The whole of this part, from the first entry:
SMILES | mcGAS MS inh
Cc1cc(C)cc(-n2c(-c3sc4ncccc4c3N)n[nH]c2=S)c1 | 1
CC(C)Cc1ccc(CN2CC[C@H](CO)[C@@H](O)C2)s1 | -20
CC1CN(Cn2nc(Nc3ccccc3Cl)sc2=S)CC(C)O1 (centres undefined) | 7
Cc1nc([N+](=O)[O-])cn1CCC(=O)NOCc1ccccc1 | -7
N#Cc1ccc(C(=O)Nc2nccn2Cc2ccccc2Cl)nc1 | -10
Cc1cc(NC(=O)CNc2ccccc2Br)no1 | -9
Cc1ccc2c(c1)NC(=O)c1cc(NS(=O)(=O)CC(C)C)ccc1O2 | 2
COc1cc(OC)cc(-n2c(-c3nccc4ccccc34)n[nH]c2=S)c1 | 4
O=C(c1cc2ccccc2oc1=O)N1CCCC(Nc2ccc3c(c2)OCCO3)C1 (centres undefined) | -8
CC1(C(=O)NS(=O)(=O)c2ccc(Cl)cc2)CCN1C(=O)COc1ccc(Cl)cc1 (centres undefined) | -3
COc1ccc(C(=O)N2C[C@H](O)[C@@H](N3CCCN(C(C)=O)CC3)C2)cc1 | -8
CC(C)OC(=O)C(C#N)=Cc1ccc([N+](=O)[O-])o1 | 64*
O=[N+]([O-])c1ccc2[nH]c(O)c(N=Nc3ccccc3[N+](=O)[O-])c2c1 | -4
CC1(C(=O)NCc2cccc3ccccc23)CCN1Cc1ccc(OC(F)(F)F)cc1 (centres undefined) | -3
Cc1ccc2cc(CCNC(=O)c3ccccc3C(F)(F)F)c(=O)[nH]c2c1C | -4
CNS(=O)(=O)c1scc(Br)c1Br | -6
CN(CCOc1ccc(F)cc1)Cc1nc2cc(Cl)ccc2c(=O)[nH]1 | -17
CNC(=O)[C@@H]1C[C@H](N)CN1C(=O)C1Cc2ccccc2C1 | -21
COc1ccc(C(=O)N(C)Cc2c(C)nn(-c3ccccc3)c2C)cn1 | -2
O=C(Cc1ccccc1)N1CCCC(OCc2cccc(C(F)(F)F)c2)C1 (centres undefined) | -6
Cc1nc2ccccc2n(C(C)C(=O)Nc2ccccc2Cl)c1=O (centres undefined) | -26&1
Cc1nc(N)sc1N=Nc1ccc(Br)cc1 | 25&44
Cc1nn(C)c2nc(C3CC3)cc(C(=O)NCc3nnc4n3CCCCC4)c12 | -7
CC(=O)c1nc(N2C(=O)C3CC=C(C)CC3C2=O)sc1C (centres undefined) | -4
CN(Cc1ccc(C(N)=O)cc1)C(=O)NCCc1cn2c(n1)CCCC2 | 1

Remaining list, next part.
SMILES | mcGAS MS inh
COc1ccc(N2C(=O)CSC2c2cccc(Br)c2)c(OC)c1 (centres undefined) | -8
Cc1nc2nc(N)nn2c(C)c1CC(=O)NCCC(C)c1ccccc1 (centres undefined) | -4
COc1ccc2nc(C)c(C(=O)NC34CC5CC(CC(C5)C3)C4)cc2c1 | -9
NCC1CN(Cc2cc(CN3CCCC3)cs2)CCO1 (centres undefined) | -2
O=C(c1cccc([N+](=O)[O-])c1)N(CCN1CCOCC1)c1nc2c(F)cccc2s1 | -2
CCOc1cccc(CNCCc2ccc(S(N)(=O)=O)cc2)c1OCc1cccs1 | -4
Cc1oc(C)c(C(=O)NC(C)c2ccncc2)c1C (centres undefined) | -3
Cc1nc(N2CCN(c3ccccc3)CC2)nc2c1C(=O)CC(c1ccccc1)C2 (centres undefined) | -21
COc1cc(-c2cc(CN(C)S(=O)(=O)c3ccccc3)no2)cc(OC)c1OC | -1
CCN(CC)C(=O)COC(=O)C12CC3CC(CC(Br)(C3)C1)C2 | -14
C=C1C2(C(=O)Oc3ccc(C(=O)OC)cc3)CCC(C2)C1(C)C (centres undefined) | -1
CCCCC(=O)N1CCN(c2cc(Cl)nc(SCC(=O)O)n2)CC1C (centres undefined) | 0
Cc1cc(=O)n2nc(-c3ccccc3)cc2n1CC(O)CN1C(=O)c2ccccc2C1=O (centres undefined) | -5
NC(=O)c1cccc(-c2ccc3c(c2)COCC(=O)N3CCN2CCOCC2)c1 | -17
COCCCn1c(=S)[nH]c2sc(C)c(C)c2c1=O | -3
O=C(Cc1ccccc1)NCc1nnc(SCC(=O)Nc2nccs2)n1-c1ccc(F)cc1 | -8
Cc1cccc(Cn2nccc2NC(=O)C2(C)CC2(Cl)Cl)c1 (centres undefined) | 1
O=C1CN(C(=O)CCNS(=O)(=O)c2ccc(C3CCCCC3)cc2)CCN1 | -13
CC(C)Oc1ccc(C(=O)NC2CC(=O)N(CCOc3ccccc3)C2)cn1 (centres undefined) | -6
S=c1nc[nH]c2cc(-c3ccc(Cl)cc3)sc12 | -4
O=C(NCc1ccccn1)c1cccc(OC2CCN(C(=O)c3cscn3)CC2)c1 | -3&-2
O=C(c1nc(N2CCCC2)ncc1Cl)N1CCCC2CCCCC21 (centres undefined) | 10
O=[N+]([O-])c1cc(C(F)(F)F)cc([N+](=O)[O-])c1N=C1CCN(c2ccccc2)N1 | 48
CCn1nc(C(=O)Nc2ccc(N3CCCC3)nc2)c2ccccc2c1=O | -7
O=C(O)CCN1C(=O)/C(=C/c2ccccc2[N+](=O)[O-])SC1=S | -13

mcGAS MS inh: what is marked active above
SMILES | mcGAS MS inh
CC(C)OC(=O)C(C#N)=Cc1ccc([N+](=O)[O-])o1 | 64*

Following part.
SMILES | mcGAS MS inh
O=C(CCC1CCCN(Cc2cccc3c2oc2ccccc23)C1)N1CCOCC1 (centres undefined) | -3
COc1cc2c(cc1OC)CN(C1CCCN(Cc3ccc4c(c3)OCCO4)C1)CC2 (centres undefined) | 1
Cc1nn(CC(=O)N2CC[C@H](O)[C@@H](O)C2)c(C)c1Cl | -18
O=C(O)CC1(CC2=NS(=O)(=O)c3ccccc3N2)CCCC1 | 1
CC(C)C1CN(C(=O)CCN2CCCC2=O)CCCN1Cc1ccc(F)cc1 (centres undefined) | -23
N#CCn1c(CN2CCCCC2C(N)=O)nc2scc(-c3ccccc3)c2c1=O (centres undefined) | 3
CCNC(=O)C1(C)CCCN(CC(=O)c2csc3ccccc23)C1 (centres undefined) | -2
CN1CCC(C2CCNCC2)CC1 | -8
COC(=O)c1ccc(-c2nc(CN(C)Cc3cccc(OC)c3)c(C)o2)cc1 | -1
Cc1ccsc1CNC(=O)Nc1cccnc1N1CCCC1 | -9
CC(=O)N(CC(O)CO)c1c(I)c(C(=O)NCCO)c(I)c(C(=O)NCC(O)CO)c1I (centres undefined) | -6
CCN(CC)C(=O)CN1CCN(S(=O)(=O)c2ccc3[nH]c(=O)oc3c2)CC1 | 1
Cc1noc(CNC(=O)C(=O)NC2CCCCC2)n1 | -16
Cc1ccccc1S(=O)(=O)NC(=O)C1(C)CCN1C(=O)c1cc(C)n(C)n1 (centres undefined) | -14
COCC(=O)N(Cc1cc(-c2ccc(C)c(C)c2)on1)CC(C)C | 2
CCCc1nn2c(=O)cc(O)nc2s1 | -11
CC(=O)Nc1ccc(C(=O)/C=C/c2ccc(-c3ccccc3[N+](=O)[O-])o2)cc1 | -3
Cc1cccc(N2CCN(C(=O)CCc3ccc4c(c3)OCO4)CC2)c1C | -8
CC(C)CC(O)CNC(=O)c1cnc2c(c1)c(=O)n(C)c(=O)n2C (centres undefined) | -4
CCOc1cccc(C(O)CC)c1 (centres undefined) | -10
Cc1c2c(cc3c4c(c(=O)oc13)CCC4)C(O)CC1(CCCC(C)C1)O2 (centres undefined) | -3
COc1cc(-c2c(-c3ccccc3)ncn2CCC2CCCN2C)ccc1O (centres undefined) | 14
CCC(Sc1nnc(C)n2c1cc1oc(C)cc12)C(=O)N1CCOCC1 (centres undefined) | -3
CCCCN(CCCC)CCNC(=O)c1c(C)cc(C)[nH]c1=O | 1
CC(=O)Nc1sc(C)c(C)c1C(=O)OCC(=O)c1cc(C)n(-c2cc(C)on2)c1C | -1

Already shown: five of the compounds above.
SMILES | mcGAS MS inh
O=C1CN(C(=O)CCNS(=O)(=O)c2ccc(C3CCCCC3)cc2)CCN1 | -13
CC(C)Oc1ccc(C(=O)NC2CC(=O)N(CCOc3ccccc3)C2)cn1 (centres undefined) | -6
S=c1nc[nH]c2cc(-c3ccc(Cl)cc3)sc12 | -4
O=C(NCc1ccccn1)c1cccc(OC2CCN(C(=O)c3cscn3)CC2)c1 | -3&-2
O=C(c1nc(N2CCCC2)ncc1Cl)N1CCCC2CCCCC21 (centres undefined) | 10

The results go on:
SMILES | mcGAS MS inh
CCc1ccsc1C(=O)Nc1n[nH]c(-c2ccoc2)n1 | -6
CCOc1ncccc1-c1cccc(N)n1 | -15
CN1CCCC(CO)(Cc2ccccc2)C1 (centres undefined) | -10
Cc1nc(CN2CCN(C(=O)CC3COCCN3)CC2)cs1 (centres undefined) | -9
CC(C)N1C(=O)C(=NN2C(=O)CSC2=S)c2ccccc21 | -6
CCc1nc(N)sc1C(=O)N1CCCN(c2ccncc2C)CC1 | -6
Cc1ccc(-c2nn3c(C)nnc3s2)cc1N | 0
Cc1nn(C(C)C)c(C)c1N | -4
C=C(C)Cn1c(SCC(=O)N/N=C\c2c(O)ccc3ccccc23)nnc1-c1ccc(Br)cc1 | 0
Cc1cc(Br)ccc1NS(=O)(=O)c1ccc(OCC(=O)O)c(C)c1 | 2
Cc1cc(NC(=O)C(C)SCC(=O)NCCc2ccc(-c3csc(C)n3)s2)no1 (centres undefined) | -6
Cc1nonc1CN(C)Cc1cn(C)nc1-c1ccc(C2CCCCC2)cc1 | -2
COc1cc(OC)c(OC)cc1C=NNc1ccc(F)cc1F | -7
CN(Cc1ccccc1C(F)(F)F)Cc1cn[nH]c1C(=O)O | -11
COc1cc(OC)c(C2=NO[C@@H](c3ccccc3)[C@@H]2C(=O)OCc2ccccc2)c(OC)c1 | -10
C=CCSC[C@@H](N)C(=O)O | -1
CC1=Nc2oc(N)nc2C(c2ccsc2)C1C#N (centres undefined) | -1
CCCCNC(=S)N(C)N=Cc1sccc1C | -7
Oc1oc(-c2ccc(Br)cc2)nc1C=Nc1cccc(C(F)(F)F)c1 | -9
CC1Oc2c(cccc2C(=O)OCc2ncc(Cl)n2C)NC1=O (centres undefined) | -2
CCOc1cccc(C2NC(=O)C3CCCCN32)c1O (centres undefined) | 4
CN(C)CCNC(CC(=O)Nc1ccc(Cl)cc1)C(=O)O (centres undefined) | -7
Cn1ncc(N2CCC(CNc3ncc(F)c(N4CCOCC4)n3)C2)cc1=O (centres undefined) | -17&12
Cn1ccc(NC(=O)CCc2nc(-c3cccs3)no2)n1 | 4
O=C(NC1CCN(C2CC2)CC1)c1c(Cl)nc2ccccn12 | 12

In the list so far, 4 contain a cyano group:
SMILES | mcGAS MS inh
N#Cc1ccc(C(=O)Nc2nccn2Cc2ccccc2Cl)nc1 | -10
CC(C)OC(=O)C(C#N)=Cc1ccc([N+](=O)[O-])o1 | 64*
N#CCn1c(CN2CCCCC2C(N)=O)nc2scc(-c3ccccc3)c2c1=O (centres undefined) | 3
CC1=Nc2oc(N)nc2C(c2ccsc2)C1C#N (centres undefined) | -1

(next part)
SMILES | mcGAS MS inh
COc1ccccc1C(=O)OC1=C(C(=O)c2ccccc2)N(CC#N)S(=O)(=O)c2ccccc21 | -2
CC(=O)N(C)c1ccc(NC(=O)C2C3CC4CC(C3)CC2C4)cc1 (centres undefined) | -12
CSC1(CNC(=O)N(C)Cc2ccc(Cl)s2)CCOCC1 | -14
CCCn1c(=S)[nH]c2cc(Cl)ccc21 | 5
CS(=O)(=O)c1ccc(CN2CCCC3(CCNC3)C2)cc1 (centres undefined) | 3
Cc1nc(N2CCCCCCC2)ncc1C(C)NC(C)C (centres undefined) | -7
CC(C)C(C)/C=C/C(C)[C@H]1CCC2C3=CCC4CC(=O)CC[C@]4(C)C3CC[C@@]21C (some centres undefined) | -8
CCN(C)CC1CCN(C(=O)Nc2ccc(C)cc2)C1 (centres undefined) | -15
O=C(c1cc(COc2cccc(F)c2)[nH]n1)N1CC(N2CCOCC2)C1 | -12
COc1cc(-c2c(-c3ccccc3)ncn2CCCO)ccc1C | -30
CC(C)NC(=O)[C@@H]1C[C@H](N)CN1C(=O)CC1=C(c2ccccc2)CCC1=O | -14
CCn1cc(C(CC(=O)O)c2cc(OC)cc(OC)c2)c2ccccc21 (centres undefined) | 5
CCc1cccc(NC(=O)N2CCC(C(=O)N(CC)CC)CC2)c1 | -4
OCC1(Cc2ccccc2)CCCN(Cc2cc3ccccc3s2)C1 (centres undefined) | 1
CCOc1cc(C)c(S(=O)(=O)NC2CC(C)(C)NC(C)(C)C2)cc1C | -5&2
Cc1cccc(Nc2ccccc2C(=O)Nc2c(C)noc2C)c1C | -5
CS(=O)(=O)C(C#N)=Cc1ccc(Cl)cc1Cl | -1
CN(C)C(CNC(=O)c1ccc(F)cc1Br)c1ccccc1Cl (centres undefined) | -6
O=C(CN1C(=O)NC2(CCCC2)C1=O)N1CCN(C(=O)c2ccco2)CC1 | -3
Cc1nc(-n2nc(-c3ccco3)cc2NC(=O)c2ccc(Br)o2)[nH]c(=O)c1C | -4
CCC(C(=O)OC)N(C(=O)C1CC1c1cccnc1)c1ccccc1 (centres undefined) | -4
CCn1ccnc1CNC1CC(=O)N(C2Cc3ccccc3C2)C1 (centres undefined) | -5
O=S(=O)(c1ccc2c(c1)CCC2)N1CCN(c2ncnc3ccccc23)CC1 | -7
Cc1cc(C(=O)N2CCC(CN(C)C(C)C)CC2)c(C)n1C1CC1 | -51
CCc1cccc2c(N3CCCC(O)C3)c(C#N)cnc12 (centres undefined) | 6
Fc1cnc(-c2ccc(-c3ccn[nH]3)cc2)nc1N1CCOCC1 | -9
CCN(CC)c1ccc(C=NNC(=O)CCC2C(=O)NN=C2C)cc1 (centres undefined) | -6
CCOc1cc2c(cc1OCC)C(C1CC=CCC1)NCC2 (centres undefined) | -6
c1cnc(-c2nc(CN3CCCC(c4ccncn4)C3)cs2)nc1 (centres undefined) | -2
COC(=O)c1cccc(S(=O)(=O)NCc2ccc(N3CCCC3)nc2)c1 | -9

From PubChem
